Screens: PubChem BioAssay, The Scripps Research Institute Molecular Screening Center
M1 antag: human CHRM1 antagonism. P11229. inhibition, % at 3 µM. CHO-K1 hM1, Fluo-8 calcium fluorescence, ACh EC80 antagonist. 360,000 tested, 1.3% active;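 active = percent inhibition above its own plate's cutoff, namely the mean of that plate's compound wells plus 3 SD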;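 note: peak over basal fluorescence ratio during 140 s after agonist addition; 0% = ACh EC80 plus DMSO and 100% = DMSO alone without agonist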
Target sequence (P11229 whole entry, looked up): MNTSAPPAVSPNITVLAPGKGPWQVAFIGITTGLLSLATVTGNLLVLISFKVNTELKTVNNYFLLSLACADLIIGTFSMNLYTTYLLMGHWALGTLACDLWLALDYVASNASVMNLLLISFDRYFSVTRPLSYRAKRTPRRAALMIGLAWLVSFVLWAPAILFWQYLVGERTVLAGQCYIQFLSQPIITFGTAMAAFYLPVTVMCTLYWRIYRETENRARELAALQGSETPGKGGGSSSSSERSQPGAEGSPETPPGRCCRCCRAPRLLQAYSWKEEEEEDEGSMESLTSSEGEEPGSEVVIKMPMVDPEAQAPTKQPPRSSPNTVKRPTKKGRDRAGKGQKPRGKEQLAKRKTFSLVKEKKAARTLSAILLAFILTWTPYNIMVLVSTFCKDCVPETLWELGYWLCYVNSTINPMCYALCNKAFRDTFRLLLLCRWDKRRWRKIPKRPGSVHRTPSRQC
CHO parental Ca: signal in parental CHO cells, OX1R antagonist counter-screen. inhibition, % at 5.6 µM. AID 463079. parental CHO-K1, ATP-induced calcium, Fluo-8 fluorescence. 330,000 tested, 0.63% active;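 active = inhibition above that plate's mean sample inhibition plus 3 SD, cut at about 26% in these data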;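 note: 0% = ATP-challenged DMSO wells and 100% = DMSO wells without ATP; some compounds past the cut are filed as inactive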
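Material – parental CHO cells · Reagent – ATP stimulus · Compound – single nominal dose of 5.6 µM per compound · Detection – Fluo-8 fluorescence · Read-out basis – percent inhibition of calcium signal · Controls – ATP-challenged DMSO wells low, unchallenged DMSO wells high · Repeats – no replicates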
TAAR1 ag: human TAAR1 agonism; CHO RD-HGA16 TAAR1, Fluo-8 calcium fluorescence; vehicle wells 0%, saturating PEA agonist 100%; activation, % at 3 µM; AID 624467; 360,000 tested, 0.99% active;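 active = activation above the mean activation of all test compounds in the run plus 3 SD, cut at about 38% in these data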
Target sequence (Q96RJ0 whole entry, looked up): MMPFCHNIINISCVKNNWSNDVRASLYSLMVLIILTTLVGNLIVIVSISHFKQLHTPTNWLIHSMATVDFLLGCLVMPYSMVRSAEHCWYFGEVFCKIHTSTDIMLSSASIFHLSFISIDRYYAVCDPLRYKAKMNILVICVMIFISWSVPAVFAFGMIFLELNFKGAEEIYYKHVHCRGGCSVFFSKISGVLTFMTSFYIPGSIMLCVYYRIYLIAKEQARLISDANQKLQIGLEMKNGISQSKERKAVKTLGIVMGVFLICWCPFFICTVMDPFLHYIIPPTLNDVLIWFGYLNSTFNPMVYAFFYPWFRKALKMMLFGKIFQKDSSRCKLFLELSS
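System: CHO-derived RD-HGA16 cells with stable Gα16 and human TAAR1 / Times: 17-24 h plating, Fluo-8 75 min 37 °C, 30 min RT / Technique: calcium-sensitive Fluo-8 signal, excitation 470-495, emission 515-575 nm / Measure: % activation relative to PEA EC100 response / Benchmarks: DMSO and PEA EC100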
CHRM1 PAM: positive allosteric modulators of human M1 muscarinic receptor; P11229; CHO-K1 hM1, Fluo-8 calcium fluorescence, ACh EC20; 0% = ACh EC20, 100% = maximal ACh; activation, % at 3 µM; 360,000 tested, 0.088% active; AID 588819; in the data active = activation above about 19%, passing the limit was not always enough
M1 PAM parental: M1 PAM counterscreen hit in parental CHO-K1 cells; ATP EC20, Fluo-8 calcium fluorescence; 0% at ATP EC20, 100% at ATP max; activation, % at 3 µM; 360,000 tested, 0.02% active; AID 602247;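 active = activation above the run cutoff, the mean activation of all test compounds plus 3 SD, cut at about 40% in these data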;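 note: peak over basal fluorescence ratio in a 140 s read after ATP addition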
CHO-K1 Ca antag: M1 antagonist counterscreen hit in parental CHO-K1 cells; 360,000 tested, 0.6% active; AID 602250; ATP-induced calcium, Fluo-8 fluorescence; inhibition, % at 3 µM;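 active = inhibition above a per-plate cutoff, the plate's mean sample inhibition plus 3 SD, cut at about 24% in these data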;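 note: 0% = DMSO plus EC80 ATP and 100% = DMSO alone without ATP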
M1 ag: agonists of human M1 muscarinic receptor; P11229; CHO-K1 hM1, Fluo-8 calcium fluorescence, agonist mode; 0% DMSO, 100% acetylcholine EC100; activation, % at 3 µM; 360,000 tested, 0.33% active; AID 588814;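 active = activation above the run's mean compound activation plus 3 SD, cut at about 16% in these data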;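 note: peak over basal fluorescence ratio within a 140 s kinetic read after compound addition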
M1 ag parental: counter-screen for M1 agonists: effect in parental CHO-K1 cells | Fluo-8 calcium fluorescence; scaled to maximal ATP response, vehicle zero | activation, % at 3 µM | 360,000 tested, 0.48% active | AID 602248; in the data active = activation above about 15%;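 note: untransfected CHO-K1 host cells lacking M1 receptor as counterscreen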
TAAR1 antagonist: human TAAR1 antagonism. Q96RJ0. CHO RD-HGA16 TAAR1, Fluo-8 calcium fluorescence, antagonist. inhibition, % at 3 µM. 360,000 tested, 1.5% active. AID 624466;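 active = inhibition above a per-plate cutoff, the mean inhibition of test compounds on that plate plus 3 SD, cut at about 49% in these data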;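 note: 0% = DMSO plus EC80 beta-PEA response and 100% = DMSO alone without agonist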
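Material: RD-HGA16 CHO cells with stable hTAAR1 and Gα16; Dosing: single nominal final test compound concentration of 3 µM; Schedule: seeding 17-24 h prior, 75-min 37 °C, 30-min RT dye loading; Detection: kinetic Fluo-8 calcium fluorescence measurement; Measure: % inhibition from peak post-agonist over basal fluorescence ratio; Benchmarks: vehicle and agonist controls.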
Starred values were filed as active, the others as inactive; nt = no result given.

Order of results: M1 antag | CHO parental Ca | TAAR1 ag | CHRM1 PAM | M1 PAM parental | CHO-K1 Ca antag | M1 ag | M1 ag parental | TAAR1 antagonist
> CC(=O)Nc1ccc(NS(=O)(=O)c2cc(Cl)sc2Cl)cc1
  -3.6 | -3.4 | 0.0 | 4.0 | 10.7 | -8.1 | -4.4 | -0.2 | 1.5
> O=S(=O)(c1ccc(F)cc1)N1CCN(CC(O)COc2ccccc2F)CC1 (stereo not drawn)
  -10.7 | -12.4 | 2.2 | 6.1 | 16.4 | -7.5 | 0.3 | 5.8 | -0.7
> Cc1sc(NC(=O)C2CCCCC2C(=O)O)c(C(N)=O)c1-c1ccc(C(C)(C)C)cc1 (stereo not drawn)
  -10.1 | -4.8 | 66.5* | 9.5 | 23.2 | -9.5 | 2.2 | 2.8 | 45.5
> O=C(O)c1nn(-c2cccc(Cl)c2)c(=O)cc1O
  -9.7 | 4.4 | 2.5 | 9.7 | 23.0 | -7.0 | -4.0 | 1.1 | 0.9
> OC(c1cccc(F)c1)c1ncc(-c2ccc(Oc3ccccc3)cc2)[nH]1 (stereo not drawn)
  -15.1 | nt | 1.1 | -0.8 | 5.9 | -10.4 | -2.7 | 0.9 | 42.3
> O=C(O)c1ccc(OCC(O)Cn2cnc3ccccc32)cc1 (stereo not drawn)
  6.3 | 1.9 | 4.2 | -0.4 | 0.3 | 8.6 | -2.4 | 0.1 | 5.2
> Oc1ccc(C=Nc2cccc3ccccc23)c(O)c1
  -2.8 | -1.4 | 1.7 | 2.7 | 8.8 | -4.2 | -5.4 | 0.6 | -5.2
> COc1ccc(C(C)(C)C)cc1NC(=O)COc1ccc(-c2nnco2)cc1
  5.0 | -10.5 | 11.4 | 3.5 | 8.9 | -21.7 | -2.9 | 0.9 | 35.1
> COc1ccc(-c2cc(C(F)(F)F)n3ncc(C(=O)O)c3n2)cc1OC
  -8.4 | -2.7 | 10.9 | 6.6 | 4.5 | -4.3 | -2.1 | -0.1 | -3.0
> Cc1ccc(-c2csc(NC(=O)C3=NN(C4CCS(=O)(=O)C4)C(=O)CC3)n2)cc1 (stereo not drawn)
  -2.9 | -13.0 | 2.0 | 3.8 | 14.2 | -12.7 | -3.1 | 1.7 | 11.2
> O=C(Nc1ccccc1OC(F)F)c1cccc(S(=O)(=O)N2CCCC2)c1
  -5.1 | -25.2 | 0.1 | 4.5 | 14.6 | -7.6 | -3.4 | 2.1 | 0.1
> Cc1cccc(C)c1-n1nnnc1C1(C)CCC(=O)N1CCCN1CCOCC1 (stereo not drawn)
  nt | nt | 0.0 | nt | 18.1 | -18.1 | nt | 1.3 | 7.9
> CSc1ccccc1NC(=O)Cc1ccccc1
  -6.2 | -1.0 | -1.1 | 6.5 | -1.6 | -2.1 | -8.4 | -0.2 | -10.3
> COc1ccc(Cl)cc1NC(=O)CSc1nncn1-c1cccnc1
  -3.1 | -29.5 | 7.5 | 0.6 | -1.0 | -14.1 | -1.3 | 0.3 | -12.8
> O=C(Nc1ccn(Cc2c(F)c(F)c(F)c(F)c2F)n1)c1cccc(Cn2cc([N+](=O)[O-])cn2)c1
  -3.1 | -12.9 | 27.8 | 3.9 | 14.8 | -8.5 | -3.3 | 0.1 | -1.0

2 compounds from above, showing only M1 PAM parental and M1 ag parental:
Molecule	M1 PAM parental	M1 ag parental
OC(c1cccc(F)c1)c1ncc(-c2ccc(Oc3ccccc3)cc2)[nH]1 (stereo not drawn)	5.9	0.9
O=C(O)c1ccc(OCC(O)Cn2cnc3ccccc32)cc1 (stereo not drawn)	0.3	0.1

Further compounds
Order of results: M1 antag | CHO parental Ca | TAAR1 ag | CHRM1 PAM | M1 PAM parental | CHO-K1 Ca antag | M1 ag | M1 ag parental | TAAR1 antagonist
> COc1ccc(N2CCN(C(=O)COC(=O)/C=C/c3ccc(OC(F)F)cc3)CC2)cc1
  -4.5 | -2.2 | 1.1 | 18.4 | -11.9 | 6.0 | 5.9 | -0.1 | 1.5
> Cc1ccc(CNC(=O)CSc2nnc3n2CCCCC3)cc1
  -14.9 | -18.9 | -0.3 | 11.9 | 16.6 | -19.5 | -3.3 | 0.5 | -11.4
> Cc1cc(C)nc(CCNC(=O)CC2C(=O)NCCN2Cc2ccccc2)n1 (stereo not drawn)
  -11.1 | -13.8 | 1.7 | 13.1 | -7.7 | 4.0 | -4.2 | -0.1 | -9.7
> CCc1cc(C(=O)N2CCN(c3ncccn3)CC2)sc1C
  2.2 | -9.7 | 3.8 | -0.5 | -0.3 | 3.0 | -6.0 | 0.5 | -19.9
> C/C(=C\c1cc(C(=O)O)c(C)o1)CO
  -1.4 | -9.2 | 4.7 | 7.6 | 13.5 | 0.7 | -2.1 | 0.3 | 3.5
> COC(=O)c1[nH]c2ccccc2c1NS(=O)(=O)c1ccc(OC)cc1OC
  -0.5 | -14.2 | 7.1 | 2.2 | 23.4 | -13.4 | -5.0 | 0.7 | 12.3
> COc1ccc(-c2cc(C(=O)NCCCN3CCOCC3)on2)cc1OC
  -9.2 | 9.1 | -0.5 | 14.8 | -6.0 | 2.1 | -1.1 | -0.1 | -9.4
> COc1ccc(NC(=O)Nc2ccccn2)cc1OC
  -13.5 | -4.7 | 3.0 | 12.9 | 15.8 | -9.6 | -5.8 | 0.3 | -11.6
> Cn1cccc1/C=N/N1CCN(Cc2cccc3ccccc23)CC1
  -17.9 | -16.8 | -0.3 | 6.2 | 18.7 | -9.8 | -4.5 | 0.7 | -51.5
> CCC(C)[C@H](NC(=O)[C@H](Cc1ccccc1)n1c(=O)[nH]c2ccccc2c1=O)C(=O)N1CCC[C@@H]1C(=O)O (stereo partly drawn)
  -15.8 | -6.8 | 1.0 | 8.5 | 6.5 | 0.4 | -0.9 | 0.1 | -14.9
> COC(=O)c1cccc(NC(=O)c2ccccc2)c1
  5.6 | -11.3 | 1.1 | -2.2 | 7.3 | -0.8 | -2.1 | 4.2 | -16.4
> O=C(CNS(=O)(=O)c1cccc(C(F)(F)F)c1)NC1CCCCCC1
  -12.0 | -19.5 | 7.2 | 9.5 | 18.6 | -10.7 | -2.0 | 1.2 | -0.1
> COc1ccc(C2CC(=O)Nc3sc(=N)c4c(N)c(C#N)c(N)nc4c32)cc1OC (stereo not drawn)
  -19.9 | -15.3 | 14.8 | 14.9 | 20.1 | -24.2 | -1.3 | 0.2 | 10.2
> O=C(CSc1nccc(=O)[nH]1)c1ccccc1Br
  4.5 | -11.8 | 3.6 | -3.7 | -11.8 | 3.2 | -4.0 | -0.2 | 0.6
> COc1ccc(OC)c(NC(=O)COC(=O)CCS(=O)(=O)c2ccc(Cl)cc2)c1
  -16.1 | -20.1 | 0.8 | 12.9 | 13.5 | -17.0 | -3.2 | 0.9 | -3.3
> Cc1c(NC(=O)C(C)n2cc([N+](=O)[O-])cn2)c(=O)n(-c2ccccc2)n1C (stereo not drawn)
  2.1 | 4.6 | 1.0 | 2.6 | 11.4 | -9.4 | -1.9 | 0.2 | 8.1
> CCOc1c(Cl)cc(CNCC(O)c2ccccc2)cc1OC (stereo not drawn)
  12.9 | -12.7 | 14.1 | -3.2 | 11.6 | -0.7 | 0.1 | 2.1 | -4.1
> COc1cc(C(=O)NNC(=O)C2CCCC2)cc(OC)c1OC
  -0.1 | 5.2 | 3.2 | 6.2 | -6.9 | 0.4 | -3.6 | -0.1 | -6.6
> O=C(CCNC(=O)c1ccccc1Cl)Nc1ccc(S(=O)(=O)N2CCOCC2)cc1
  -3.0 | nt | 1.9 | 0.3 | 10.3 | 4.3 | -0.1 | 0.2 | -4.6
> CCCCCCCCOc1ccc(C2OC34CCCCC3C(C#N)(C#N)C2(C#N)C(=N)O4)cc1 (stereo not drawn)
  -10.9 | -7.9 | nt | 3.0 | 13.5 | -2.7 | 0.0 | 1.4 | nt
> CC1CCN(S(=O)(=O)c2ccccc2)CC1
  -10.0 | 4.0 | 2.4 | 5.5 | 1.9 | 2.1 | -5.4 | 0.1 | 4.5
> Cc1ccc(C)c(C(=O)N(Cc2nc(-c3ccc(Cl)cc3)no2)C(C)C)c1
  7.2 | 35.5* | -1.4 | -4.4 | 11.2 | 10.7 | -3.8 | 4.3 | -8.0
> Cc1ccc(-c2ccc(C(=O)O)c(C)n2)cc1
  -8.4 | -4.2 | 0.3 | 4.8 | 9.7 | -3.2 | -2.2 | -0.2 | 13.3
> C=CC[n+]1c(-c2ccc(C)cc2)csc1Nc1c(C)n(C)n(-c2ccccc2)c1=O
  1.5 | -29.4 | -2.3 | -26.4 | 18.7 | -11.9 | -15.0 | 1.8 | -1.2
> CCC(OC(=O)c1ccco1)C(=O)NCc1ccc2c(c1)OCO2 (stereo not drawn)
  4.8 | -1.9 | 0.6 | -4.6 | 6.8 | -6.2 | -4.5 | -0.4 | -6.7
> Cc1ccc(C(=O)Cn2c(=N)n(N)c3ccccc32)cc1
  -11.7 | -0.2 | 3.4 | 4.8 | 24.1 | -8.3 | -9.3 | 0.4 | -14.1
> CS(=O)(=O)c1ccc(C(=O)NNC(=O)c2ccccc2-n2cccc2)cc1
  -0.3 | -2.4 | -1.2 | 3.4 | 21.6 | -11.5 | 0.4 | 0.6 | -11.3
> CS(=O)(=O)N1CCN(c2ccccc2NC(=O)c2ccco2)CC1
  -27.8 | -15.8 | 2.7 | 2.5 | 13.0 | -12.0 | 2.4 | 1.1 | -16.5
> Nc1ccnn1Cc1ccncc1
  -6.8 | 15.8 | 3.1 | 7.1 | 14.7 | -13.1 | -1.6 | 0.6 | 16.0
> COc1cccc(C(O)c2ncc(-c3cccc(C(F)(F)F)c3)[nH]2)c1 (stereo not drawn)
  2.5 | nt | 6.7 | -0.4 | -10.3 | 7.5 | -5.1 | 0.9 | -9.1
> C=C(C)C(=O)N1CC2(CC(c3cccc(NC(=O)CC(c4ccccc4)c4ccccc4)c3)=NO2)C[C@H]1C(N)=O (stereo partly drawn)
  3.1 | -7.2 | 5.2 | 6.6 | -4.4 | 4.0 | -9.9 | -0.1 | 17.3
> Cc1ccc(-c2nnn(CC(=O)Nc3nnc(C(C)C)s3)n2)cc1
  7.3 | -8.8 | 2.7 | -3.4 | -12.7 | -0.1 | -4.0 | 0.1 | -16.1
> CCCCC(=O)Nc1ccc(C(=O)NCCN2CCOCC2)cc1
  -18.1 | -4.0 | -0.1 | 9.9 | 7.2 | -5.7 | -4.9 | 0.0 | -1.3
> CCOc1ccc(CN2CCN(C/C=C/c3ccc(OC)cc3)CC2CCO)cc1 (stereo not drawn)
  -13.4 | -5.4 | 0.6 | 7.7 | 17.9 | -11.6 | -9.0 | 1.2 | -5.1
